Source: PubChem (National Center for Advancing Translational Sciences (NCATS))
ELG1 DNA repair: qHTS screen for small molecules that inhibit ELG1-dependent DNA repair in human embryonic kidney (HEK293T) cells expressing luciferase-tagged ELG1; HEK293T ELG1-luciferase reporter, luminescence, 16 h; DNA damage induced by 5-fluorouridine; Potency, µM (highest dose often 46.1 µM), without a hit: at the top dose activity change, negative = inhibition, most hits filed as inhibitors; 330,000 compounds, 2.3% hits; AID 504467, 2011; also: potency is read from the fitted curve at half-maximal effect; % is scaled to controls: 0 for no effect and ±100 for the full control effect; nearly all actives have a fitted effect of over 55% in size
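Overnight (16 hr) co-exposure of 2,000 cells/well to 5-fluorouridine and compound at 37 °C preceded detection. Luciferase was quantified via ONE-Glo luminescence; loss of signal denotes inhibition.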
Eya2 phos inh: qHTS Assay for Inhibitors of the Phosphatase Activity of Eya2 | Protein phosphatase EYA2 (Homo sapiens), O00167 | recombinant Eya2, OMFP fluorescence dephosphorylation (OMFP is methylfluorescein phosphate) | Potency, µM (highest dose often 76.9 µM), inactives show at the top dose activity, negative = inhibition, usual class: inhibitors | 330,000 compounds, 0.006% hits; also: potency is read from the fitted curve at half-maximal effect; % is scaled to controls: 0 for no effect and ±100 for the full control effect
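Eya2 (0.2 uM) preincubated 10 min at ambient with compound, then OMFP substrate added at 50 uM; 10 min reaction in 50 mM HEPES pH 7.5, 50 mM NaCl, 5 uM MgCl2, 0.05% BSA, 1 mM DTT. Fluorescence read at Ex 485/Em 525 nm.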
TSHR antag: Antagonists of the Thyroid Stimulating Hormone Receptor: HTS campaign. 330,000 compounds, 0.2% hits. activity change, negative = inhibition, % at 11.5 µM. Thyrotropin receptor (Homo sapiens), P16473. TSHR-expressing cells, TSH-stimulated cAMP HTRF, 2 h; hits give low values;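 active = activity change below a set negative limit, meaning inhibition stronger than a set level, cut at about -70% in these data; inconclusive = activity change between two set negative limits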; also: % is scaled to controls: 0 for no effect and ±100 for the full control effect
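Competitive HTRF cAMP read-out (cryptate anti-cAMP antibody, cAMP-d2; 30 min, room temperature) in freshly harvested TSHR cells. Compounds added before TSH at EC80 (4nM final), followed by 2 hours' incubation at 37 deg C.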
USP2a block: qHTS Assay for Inhibitors of Ubiquitin-specific Protease USP2a Using CHOP2 as the Reporter. AID 463254, 2010. USP2 core, Ub-CHOP2 coupled fluorogenic reporter, 485/531. 330,000 compounds, 0.01% hits. Ubiquitin carboxyl-terminal hydrolase 2 (Homo sapiens), O75604. Potency, µM (doses to about 38.3 µM), for the others: at the highest dose activity change, negative = inhibition, actives largely listed as inhibitors;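 also: potency is read from the fitted curve at half-maximal effect; plate controls were DMSO wells for no effect and full inhibition by NEM control for full effect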
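USP2 core (10nM final) preincubated 30min RT with compound in 20mM Tris-HCl pH 8.0, 2mM CaCl2, 2mM beta-mercaptoethanol, 0.05% CHAPS; 25nM Ub-CHOP2 plus 25nM reporter substrate added, fluorescence (Ex485/Em531) read after 60min.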
Mito fusion yeast: qHTS Assay for Small Molecule Inhibitors of Mitochondrial Division or Activators of Mitochondrial Fusion. S. cerevisiae fusion-defective mutant growth rescue, CellTiterGlo 48 h. Potency, µM (top dose mostly 46.1 µM), for inactives: at the highest dose growth rescue (activation), hits mostly activators. 320,000 compounds, 0.23% hits;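 also: potency is read from the fitted curve at half-maximal effect; % of control where 0% means no effect; nearly all actives have a fitted effect of over 45% in size; temperature-sensitive fusion mutants such as fzo1-1 at 37 °C on non-fermentable ethanol glycerol medium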
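Read-out: ATP-based luminescence (CellTiterGlo, 10 min ambient) reporting growth of fusion-defective ts yeast after 48 hours at 37C on glycerol/ethanol YPEG medium in the presence of compound.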
TRPV1 ag: HTS Assay for Compounds that Act as Agonists of the Vanilloid Receptor 1. Transient receptor potential cation channel subfamily V member 1 (Homo sapiens), Q8NER1. activation, % at 8.33 µM. TRPV1-expressing cells, Fluo-8 calcium influx, agonist mode. 320,000 compounds, 0.19% hits; in the data active = activation above about 80%; inconclusive = between about 30% and that limit; also: 0% is about no effect
Target sequence (Q8NER1 whole entry, looked up): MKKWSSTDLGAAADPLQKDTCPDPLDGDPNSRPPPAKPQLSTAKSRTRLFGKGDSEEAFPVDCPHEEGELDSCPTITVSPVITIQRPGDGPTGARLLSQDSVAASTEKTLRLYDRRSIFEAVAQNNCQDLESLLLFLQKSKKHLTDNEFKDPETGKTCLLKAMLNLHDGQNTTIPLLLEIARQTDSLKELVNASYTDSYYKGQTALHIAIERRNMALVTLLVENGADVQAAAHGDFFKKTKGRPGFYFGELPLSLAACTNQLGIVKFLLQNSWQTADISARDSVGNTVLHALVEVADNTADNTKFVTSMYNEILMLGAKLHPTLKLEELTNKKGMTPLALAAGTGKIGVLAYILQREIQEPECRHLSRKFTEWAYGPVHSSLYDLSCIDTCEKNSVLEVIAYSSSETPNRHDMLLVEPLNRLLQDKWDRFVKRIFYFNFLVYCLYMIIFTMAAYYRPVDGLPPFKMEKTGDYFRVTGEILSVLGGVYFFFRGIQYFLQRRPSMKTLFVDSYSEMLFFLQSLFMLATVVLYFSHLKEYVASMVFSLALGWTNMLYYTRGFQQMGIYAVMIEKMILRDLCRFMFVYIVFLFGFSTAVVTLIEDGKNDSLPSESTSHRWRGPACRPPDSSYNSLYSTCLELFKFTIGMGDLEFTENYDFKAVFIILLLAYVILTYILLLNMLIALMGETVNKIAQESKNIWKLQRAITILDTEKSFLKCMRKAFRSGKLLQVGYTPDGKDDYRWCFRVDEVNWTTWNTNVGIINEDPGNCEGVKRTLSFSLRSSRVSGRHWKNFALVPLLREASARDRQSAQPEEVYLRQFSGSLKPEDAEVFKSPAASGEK
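Fluo-8 calcium influx in TRPV1-expressing cells, kinetic read (ex 480/em 520 nm). Compound added and read 3 min for agonist activity, followed by capsaicin at EC20 final and 2 min further read for enhancement.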
TCR act: Activators of T cell receptors: qHTS campaign | Potency, µM (highest dose often 9.22 µM), inactives show top-dose activation of IL-2 secretion, actives largely listed as activators | AID 504894, 2011 | primary human leukocytes, anti-CD3, IL-2 HTRF, 48 h | 330,000 tested, under 10 active; also: % of control where 0% means no effect
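HTRF read-out of IL-2 secretion: europium cryptate donor excited at 320nm, d2 acceptor emission at 665nm. Cells were primary human leukocytes incubated 48 hr with compounds and a-CD3 beads, supplying TCR signal only.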
KCNH2 WT inh: qHTS for Inhibitors of KCHN2 3.1: Wildtype qHTS; 340,000 compounds, 0.37% hits; U2OS, BacMam KCNH2, thallium flux FluxOr; hits give low values; AID 720551, 2013; activity change, % at 1.84 µM;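 active = maximum activity change below -70%; inconclusive = maximum activity change between -70% and -50%; inactive = maximum activity change above -50%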; also: % is scaled to controls: 0 for no effect and ±100 for the full control effect
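U2OS cells were transduced with wild-type KCNH2 virus (2.03 x 10^8 / mL) for 4 h at room temperature, then cultured overnight at 37 C. Thallium flux was read with FluxOr dye. Rate constants were normalized to DMSO controls.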
A-T KAP1 phos: qHTS Assay for Identifying a Potential Treatment of Ataxia-Telangiectasia; 320,000 compounds, 0.19% hits; Potency, µM (highest dose often 57.5 µM), for the others: at the highest dose activation, usual class: activators; […] A-T fibroblasts, KAP-1 phosphorylation AlphaLISA; neocarzinostatin DNA damage 30 min before lysis; also: potency is read from the fitted curve at half-maximal effect; % of control where 0% means no effect; nearly all actives have a fitted effect of over 45% in size
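ATM-like activity read as KAP-1 phosphorylation via AlphaLISA donor/acceptor antibody pairs after lysis and 6 hr at 25C. Cells were ATM-null patient fibroblasts ([…], hTERT), dosed 60 min, then exposed to the DSB inducer NCS for 30 min.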
KCNH2 3.1 inh: qHTS for Inhibitors of KCHN2 3.1: Mutant qHTS; Potassium voltage-gated channel subfamily H member 2, brain isoform KCNH2 3.1 (human); U2OS KCNH2 3.1, thallium flux FluxOr; hits give low values; activity change, % (tested at about 1.8 µM); 340,000 compounds, 0.95% hits; AID 720553, 2013;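 active = maximum activity change below -70%; inconclusive = maximum activity change from -70% to -50%; inactive = maximum activity change above -50%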;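 also: thallium influx rate constant from kinetic fluorescence after stimulation buffer; % is scaled to controls: 0 for no effect and ±100 for the full control effect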
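Steps: virus added to U2OS suspension (4 h, RT, dark); medium with 10% FBS added, cells plated, 37 C overnight; FluxOr/Red40 loading buffer 45 min RT; stimulation buffer, 2 min kinetic read; rate constant normalized.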
The depositor's hits bear a star; [ ] = dose if it differs, or a comment. Unless noted, calls follow the shape of the dose curve; as a rule, active = well fitted curve in the direction sought with a large enough effect; inconclusive = small, poorly fitted or top-dose-only effect, or another doubt; inactive = no such curve, though single readings can be large; an effect the other way counts as inactive or inconclusive. This is a subset (hit frequency here may not be typical).

CN(C(=O)COC(=O)CNC(=O)C12CC3CC(CC(C3)C1)C2)c1ccccc1 was read as ELG1 DNA repair -3%, Eya2 phos inh -2%, TSHR antag -18, USP2a block 2%, Mito fusion yeast 0%, TRPV1 ag 4, TCR act 2%, KCNH2 WT inh 8, A-T KAP1 phos 3% and KCNH2 3.1 inh 4.
COc1ccccc1CCNC(=O)c1cc(C2CC2)nc2c1cnn2C(C)C was read as ELG1 DNA repair -9%, Eya2 phos inh -17%, TSHR antag 4, USP2a block 5%, Mito fusion yeast inconclusive, TRPV1 ag 4, TCR act -4%, KCNH2 WT inh -11, A-T KAP1 phos 4% and KCNH2 3.1 inh -8.
`COC(=O)C1=C(C(=O)OC)C2(OC1c1cccc(F)c1)C(=O)c1ccccc1C2=O` (centres undefined) gave ELG1 DNA repair 7%, Eya2 phos inh -5%, TSHR antag 11, USP2a block -6%, Mito fusion yeast 1%, TRPV1 ag 1, TCR act 1%, KCNH2 WT inh 4, A-T KAP1 phos 0% and KCNH2 3.1 inh 1.
For CCOc1ccccc1CNC(=O)c1cc2oc3ccccc3c2n1C the results were ELG1 DNA repair 24%, Eya2 phos inh -14%, TSHR antag -12, USP2a block -1%, Mito fusion yeast 2%, TRPV1 ag 3, TCR act -6%, KCNH2 WT inh -7, A-T KAP1 phos 3% and KCNH2 3.1 inh inconclusive.
Screening Fc1cc(Br)ccc1NC(=S)Nc1cccnc1 returned ELG1 DNA repair -6%, Eya2 phos inh -16%, TSHR antag 4, USP2a block 4%, Mito fusion yeast 3%, TRPV1 ag 3, TCR act 14%, KCNH2 WT inh -2, A-T KAP1 phos 5% and KCNH2 3.1 inh -6.
COc1cc(NC(=O)c2cc3nc(-c4ccccc4)cc(-c4ccccc4)n3n2)cc(OC)c1OC was read as ELG1 DNA repair 10µM*, Eya2 phos inh -4%, TSHR antag 1, USP2a block -1%, Mito fusion yeast 4%, TRPV1 ag -3, TCR act -1%, KCNH2 WT inh -5, A-T KAP1 phos 3% and KCNH2 3.1 inh -73*.
Screening CCCn1nc(-c2nnc(-c3ccc(C)c(C)c3)o2)c2ccccc2c1=O returned ELG1 DNA repair -1%, Eya2 phos inh 19%, TSHR antag 5, USP2a block 0%, Mito fusion yeast 2%, TRPV1 ag 0, TCR act 1%, KCNH2 WT inh 1, A-T KAP1 phos 5% and KCNH2 3.1 inh 9.
`Cc1cc(C)n(CC(C)(O)c2ccccc2)n1` (centres undefined) gave ELG1 DNA repair 2%, Eya2 phos inh -10%, TSHR antag 11, USP2a block 1%, Mito fusion yeast -4%, TRPV1 ag 16, TCR act 1%, KCNH2 WT inh -10, A-T KAP1 phos 9% and KCNH2 3.1 inh 1.
For CCOC(=O)N1CCN(C(=O)c2cc(C)c3c(C)nn(-c4ccccc4)c3n2)CC1 the results were ELG1 DNA repair -14%, Eya2 phos inh 23%, TSHR antag 5, USP2a block -1%, Mito fusion yeast 2%, TRPV1 ag 3, KCNH2 WT inh -14, A-T KAP1 phos 0% and KCNH2 3.1 inh 0.
For CNC(=O)Nc1ccccc1F the results were ELG1 DNA repair 3%, Eya2 phos inh 23%, TSHR antag 6, USP2a block -2%, Mito fusion yeast -2%, TRPV1 ag -2, TCR act 4%, KCNH2 WT inh -241*, A-T KAP1 phos -2% and KCNH2 3.1 inh 7.
CCN(Cc1ccncc1)C(=O)c1cccc(S(=O)(=O)N2CCOCC2)c1 was read as ELG1 DNA repair -6%, Eya2 phos inh -13%, TSHR antag 14, USP2a block -2%, Mito fusion yeast 6%, TRPV1 ag -6, TCR act -5%, KCNH2 WT inh 12 and KCNH2 3.1 inh 14.
COc1cccc(OC)c1C(=O)OCc1c(-c2ccccc2)ncc2ccccc12 was read as ELG1 DNA repair inconclusive, Eya2 phos inh 2%, TSHR antag 22, USP2a block -5%, TCR act 1%, KCNH2 WT inh 3, A-T KAP1 phos 11% and KCNH2 3.1 inh -16.
For Cc1ccc(NC(=O)C2CC(=O)N(c3ccc4c5c(cccc35)CC4)C2)cc1 (centres undefined) the results were ELG1 DNA repair 2%, Eya2 phos inh -5%, TSHR antag 20, USP2a block 0%, Mito fusion yeast 0%, TRPV1 ag 3, TCR act -8%, KCNH2 WT inh 10, A-T KAP1 phos -5% and KCNH2 3.1 inh 2.
For COc1cc(C2SCC(=O)N2Cc2ccccc2)cc(OC)c1OC (centres undefined) the results were ELG1 DNA repair -13%, Eya2 phos inh 0%, TSHR antag 2, USP2a block 8%, Mito fusion yeast 12%, TRPV1 ag 3, TCR act 2%, KCNH2 WT inh 7, A-T KAP1 phos 10% and KCNH2 3.1 inh -1.
CC1CC(=O)N(C)c2cc([N+](=O)[O-])ccc2N1 (centres undefined) was read as ELG1 DNA repair inconclusive, Eya2 phos inh -2%, TSHR antag 29, USP2a block 2%, Mito fusion yeast 7%, TRPV1 ag -11, TCR act 3%, KCNH2 WT inh 3, A-T KAP1 phos -1% and KCNH2 3.1 inh 9.
CC1SC(C)C(=O)N(CC(=O)Nc2ccc3c(c2)OCO3)C1=O (centres undefined) was read as ELG1 DNA repair 24%, Eya2 phos inh 1%, TSHR antag 10, USP2a block 0%, Mito fusion yeast -8%, TRPV1 ag 6, TCR act -1%[46.1 µM], KCNH2 WT inh -1, A-T KAP1 phos 0% and KCNH2 3.1 inh -3.
`CCN(Cc1ccccc1)C(=O)c1c(-c2ccccc2Cl)noc1C` gave ELG1 DNA repair 13%, Eya2 phos inh 2%, TSHR antag -8, USP2a block 1%, Mito fusion yeast 3%, TRPV1 ag 9, TCR act -4%, KCNH2 WT inh 1, A-T KAP1 phos 3% and KCNH2 3.1 inh 4.
`O=C1OC(c2ccccc2)=C/C1=C/N1CCOCC1` gave ELG1 DNA repair inconclusive, Eya2 phos inh -9%, TSHR antag -3, USP2a block -6%, Mito fusion yeast 0%, TRPV1 ag 6, TCR act 0%[46.1 µM], KCNH2 WT inh -7, A-T KAP1 phos -11% and KCNH2 3.1 inh 0.
Screening O=C(CNC(=O)c1ccccc1Br)N/N=C/c1cc(Br)ccc1O returned ELG1 DNA repair inconclusive, Eya2 phos inh 7%, TSHR antag -7, USP2a block 9%, Mito fusion yeast 2%, TRPV1 ag -10, TCR act 4%, KCNH2 WT inh 5, A-T KAP1 phos -4% and KCNH2 3.1 inh -12.
COc1cc(CN(C)Cc2ccccc2)cc(OC)c1O was read as ELG1 DNA repair 0%, Eya2 phos inh -3%, TSHR antag -4, USP2a block 4%, Mito fusion yeast -2%, TRPV1 ag -4, TCR act -7%, KCNH2 WT inh 8, A-T KAP1 phos -3% and KCNH2 3.1 inh -6.
Cc1cccc(N2CCN(S(=O)(=O)c3ccc(-c4coc(C)n4)cc3)CC2C)c1 (centres undefined) was read as ELG1 DNA repair 4%, Eya2 phos inh 2%, TSHR antag -6, USP2a block -9%, Mito fusion yeast 28%, TRPV1 ag -4, TCR act -3%, KCNH2 WT inh -26, A-T KAP1 phos 5% and KCNH2 3.1 inh 6.
CC(C)CN(C(=O)COC(=O)CSc1ccc([N+](=O)[O-])cc1)C1CCS(=O)(=O)C1 (centres undefined) was read as ELG1 DNA repair 6%, Eya2 phos inh 13%, TSHR antag -10, USP2a block 0%, Mito fusion yeast -1%, TRPV1 ag 0, TCR act -1%, KCNH2 WT inh -8, A-T KAP1 phos 7% and KCNH2 3.1 inh -9.
Screening C=CCOn1c(=O)c(-c2ccc(C)cc2)[n+]([O-])c2ccccc21 returned ELG1 DNA repair 10%, Eya2 phos inh -12%, TSHR antag -8, USP2a block 0%, Mito fusion yeast 11%, TRPV1 ag 2, TCR act 3%, KCNH2 WT inh -3, A-T KAP1 phos -3% and KCNH2 3.1 inh 6.
Screening O=C(O)CCC(=O)Nc1cccc(-c2nc3ccccc3o2)c1 returned ELG1 DNA repair 1%, Eya2 phos inh -10%, TSHR antag 3, USP2a block 0%, Mito fusion yeast 0%, TRPV1 ag -1, TCR act 0%, KCNH2 WT inh 17, A-T KAP1 phos 21% and KCNH2 3.1 inh 4.
